NCI-60 one-dose screen, 48 h, at 10 µM unless noted. Numbers give growth in % (100 = growth as untreated, 0 = no growth, -100 = all killed).
NCI-H226: NCI-H226 lung cancer; 79,000 tested, 3.5% active
NCI-H322M: NCI-H322M lung cancer. 80,000 tested, 2.7% active
NCI-H460: NCI-H460 lung cancer; AID 1794736; 82,000 tested, 6.8% active
NCI/ADR-RES: NCI/ADR-RES ovarian cells; 81,000 tested, 4.4% active
OVCAR-3: OVCAR-3 ovarian cancer; 79,000 tested, 7% active; AID 1794787
OVCAR-5: OVCAR-5 ovarian cancer; 82,000 tested, 2.9% active; AID 1794783
OVCAR-8: OVCAR-8 ovarian cancer; 81,000 tested, 4.4% active
NCI-H23: NCI-H23 lung cancer. 80,000 tested, 4% active
NCI-H522: NCI-H522 lung cancer; 78,000 tested, 8% active
The depositor's hits bear a star; . = no result given; & = joins results of further samples. How the source made its calls: active means growth percent below 10; inactive means the rest.

SMILES	NCI-H226	NCI-H322M	NCI-H460	NCI/ADR-RES	OVCAR-3	OVCAR-5	OVCAR-8	NCI-H23	NCI-H522
CCOC(=O)c1[nH]c(C#N)c(C(=O)OCC)c1C	96	94	114	106	114	102	95	101	98
CC(C)=CCC/C(C)=C/CC/C(C)=C/CC[C@]1(C)CCc2c(C)c(OC(=O)NS(=O)(=O)c3ccc(C)cc3)c(C)c(C)c2O1	94	106	105	96	104	94	102	79	97
S=c1[nH]nc(Nc2ccccc2Cl)s1	100	97	112	104	115	99	109	102	97
O=S(=O)(Nc1ccc(OCc2nnc(-c3ccc(Cl)cc3)o2)c(F)c1)c1ccccc1	87	94	98	93	105	96	95	89	76
CCn1cnc2c(SC3CCCC3)ncnc21	117	78	106	117	100	89	136	103	81
O=S1(=O)c2ccccc2NC(c2ccccc2)C1c1ccccc1 (centres undefined)	94	153	101	96	112	99	.	88	113
CC1=NC2=NN/C(=N\N)NN2C(c2ccccc2)=C1	99	103	108	102	112	114	.	103	96
O=C(COc1ccc(Cl)cc1)N1CCN(Cc2ccc3c(c2)OCO3)CC1	101	105	107	93	99	.	92	90	94
CS(=O)(=O)OC1CCC(OS(C)(=O)=O)C1 (centres undefined)	110	107	109	100	116	99	98	100	89
COc1ccc(-c2nc(SCCC(C)C)nc(N/N=C\c3ccc(F)cc3)c2C#N)cc1	105	88	49	102	98	104	89	98	93
CC1(C)COC(=O)OC1	94	113	115	105	.	101	104	101	93
Cc1cc(=O)[nH]c(N/N=C/c2ccc(N(C)C)cc2)n1	96	116	110	102	110	108	116	98	100
O=C(O)CP(=O)(O)CCc1ccccc1	104	104	103	109	100	92	91	105	78
C=C(Cl)C1CO1 (centres undefined)	107	118	104	113	111	117	.	111	106
Nc1[nH]c(=O)ncc1-c1ccc([N+](=O)[O-])cc1	105	112	119	104	109	96	89	94	106
Cc1ccc(-c2cc3nc(C(Cl)Cl)nc(-c4cccs4)n3n2)cc1	87	39	3.9*	58	20	72	77	84	98
Nc1nn(-c2cccc(C(F)(F)F)c2)c2cccc[n+]12	94	108	106	111	117	103	91	107	95
CSc1nc(N)c(NS(=O)(=O)c2ccc(C(C)=O)cc2)c(=O)[nH]1	103	100	103	97	105	104	107	95	100
N#Cc1c(N=Cc2ccc(N3CCN(c4ccccc4)CC3)cc2)oc(-c2ccccc2)c1-c1ccccc1	65	103	104	104	110	97	103	97	89
Nc1n[nH]c(-c2ccccc2)n1	100&108	98&98	103&118	106&118	100&106	104&106	104&99	102&106	107&96
COc1cccc(Nc2ccnc3[nH]c4ccc([N+](=O)[O-])cc4c23)c1	49	84	31	44	47	110	32	65	30
COc1cc2c(cc1OC)C(c1ccc(S(N)(=O)=O)cc1)N(S(N)(=O)=O)CC2 (centres undefined)	89	105	117	98	101	89	97	.	87
Clc1cc2cc(-c3nc4ccccc4s3)c(Cl)nc2cc1Cl	97	.	92	97	78	102	102	86	89
Cc1[nH]c(=S)sc1C	96	103	101	99	97	106	100	91	94
Cc1c(C(=O)/C=C/Nc2cccc(C(=O)O)c2)sc2nc3ccccc3n12	106	102	105	103	115	105	100	99	101
Cc1c(C(=O)/C=C/Nc2c(Cl)cc(S(N)(=O)=O)cc2Cl)sc2nc3ccccc3n12	100	107	104	110	107	106	101	100	90
FC(F)(F)c1nc2c(NCc3ccc(-c4ccccc4)cc3)cccc2[nH]1	79	86	45	81	65	96	77	81	51
N#Cc1c(Nc2ccccc2)nn2c(-c3ccc(Cl)cc3)c(-c3nc4ccccc4s3)c(N)nc12	82	107	105	100	110	98	100	93	85
CC(C)Nc1cc(-c2c[nH]c(C(=O)N[C@H](CO)c3cccc(Cl)c3)c2)c(Cl)cn1	38	18	25	48	76	19	35	20	22
CN1C/C=C\CCOc2cccc(c2)-c2ccnc(n2)Nc2cccc(c2)C1	-34*	-18*	-74*	-29*	3.0*	6.0*	-22*	-57*	-70*
Cc1ccc(NC2C(=O)NC(=S)NC2=O)c(C)c1	93	102	108	103	108	110	103	103	88
CC(O)CN(CCO)CCN(CCO)CC(C)O (centres undefined)	99	103	109	112	112	100	106	111	.
O=[N+]([O-])c1cccc(OCCBr)c1	102	.	105	108	106	105	100	.	90
CCOC(=O)c1cc(C(=O)OCC)n2ncc3ccccc3c12	97	99	98	95	106	94	97	98	88
NNC(=O)/C(=C\c1cccc([N+](=O)[O-])c1)CC(=O)c1ccc(Cl)c(Cl)c1	85	88	96	93	94	98	90	84	76
CCCC[n+]1ccc2ccccc2c1	115	99	117	99	114	106	100	92	77
NS(=O)(=O)c1ccc(NC(=S)NC(=O)c2ccc(Cl)c(Cl)c2)cc1	80	95	87	84	81	96	95	89	83
Oc1cc2ccccc2c(-c2c(O)c(O)cc3ccccc23)c1O	40	48	9.7*	23	45	52	39	41	1.2*
O=c1c2c3c(sc2n2c(CN4CCOCC4)nnc2n1Cc1ccccc1)CCCC3	86	96	109	103	91	87	105	91	72
CSc1nc(N)cc(=O)[nH]1	102	95	103	111	105	108	100	99	102
COc1ccc2c(c1OC)C(=O)OC2C1c2c(c(COC(=O)C(CC(C)C)NC(=O)OC(C)(C)C)c3c(c2OC)OCO3)CCN1C (centres undefined)	102	102	101	97	110	101	105	100	93
COc1ccc(-c2csc(NC(C)=O)n2)cc1NS(=O)(=O)c1cccc2c(N(C)C)cccc12	87	94	103	90	.	100	89	99	80
CCC(c1ccccc1)c1noc(CCN(CC)CC)n1 (centres undefined)	91	109	103	105	115	90	95	99	-8.9*
FC(F)(F)COCC(F)(F)F	102	110	109	96	.	100	100	95	98
CCCCOCC1OC1COCCCC (centres undefined)	99	106	111	99	108	96	104	101	84
COc1ccc(C2OCCO2)cc1	97	96	113	110	106	99	106	110	.
CCc1nnc(NC(=O)Cc2csc(-c3ccccc3)n2)s1	.	88	109	97	123	90	99	90	100
N=S(c1ccccc1[N+](=O)[O-])c1ccccc1[N+](=O)[O-]	53	93	104	90	-59*	70	97	84	-77*
O=C(Oc1ccccc1C(=O)O)c1ccccc1O	96&110	109	112	105&108	118&118	102&95	101&105	100&110	92&109
O=C(CN1CCN(c2ccccc2F)CC1)Nc1ccc(C(F)(F)F)cc1[N+](=O)[O-]	108	119	103	117	106	115	114	120	107
COc1cc(-c2cc(=O)c3c(O)cc(C)cc3o2)cc(OC)c1OC	114	91	106	103	116	101	101	107	.
O=C(/C=C/c1ccccc1)Nc1cccc(-c2nc3ccccc3c(=O)[nH]2)c1	99	87	87	88	92	92	93	98	88
CCOC(=O)c1c(N)c(C#N)cn1-c1cc(OC)c(OC)c(OC)c1	110	101	104	110	119	96	102	.	104
CC[C@@H](CO)NCCN[C@@H](CC)CO	100	93	111	112	115	96	108	105	108
O=C(O)c1ccc(-n2cc(/C=N/Nc3ccccc3F)c(-c3cc4ccccc4oc3=O)n2)cc1	98	91	101	89	88	90	101	99	69
O=C1CSC(=Nc2ccc(OCc3nnc(-c4ccc(Cl)cc4)o3)cc2)N1	.	84	97	91	106	116	92	89	83
CCCCCC(Cl)(CCCC)CCCCC	.	103	117	103	114	105	102	97	95
COc1cc(C)cc(C(O)Cc2cccc(-c3ccc(N(Cc4ccccc4)Cc4ccccc4)cc3)n2)c1 (centres undefined)	78	103	50	79	75	118	80	82	77
O=C(C1CC1)N1CCN(c2ncc([N+](=O)[O-])c(N3CCN(C(=O)C4CC4)CC3)n2)CC1	89	94	102	94	106	98	104	87	94
Cn1cc(-c2csc(-c3cn(CCCN4CCCCC4)c4ccc(Br)cc34)n2)c2cccnc21	76	50	-67*	20	-76*	31	-16*	43	12

Just NCI-H460 and OVCAR-5 (two entries from above):
| mol | NCI-H460 | OVCAR-5 |
| --- | --- | --- |
| CCCCCC(Cl)(CCCC)CCCCC | 117 | 105 |
| CCOC(=O)c1c(N)c(C#N)cn1-c1cc(OC)c(OC)c(OC)c1 | 104 | 96 |

(more compounds)
SMILES	NCI-H226	NCI-H322M	NCI-H460	NCI/ADR-RES	OVCAR-3	OVCAR-5	OVCAR-8	NCI-H23	NCI-H522
Nc1cc(-c2ccccc2)nn1-c1nc(-c2ccc(F)cc2)cs1	.	76	100	108	100	114	95	91	75
COc1ccc(Cn2nc3c(c2-c2ccc(OC)cc2)-c2oncc2CC3)cc1	103	89	102	92	98	102	85	81	87
N/C(=N\C(N)=N\c1nc2ccccc2s1)c1c(Cl)cccc1Cl	99	89	97	98	107	99	100	96	94
COc1ccc(/C=C2/C(=O)NC(SCC(=O)N3CCN(c4cc5c(cc4F)c(=O)c(C(=O)O)cn5C4CC4)CC3)=NC2N)cc1OC (centres undefined)	99	111	107	104	107	104	106	102	99
Cc1ccc(Nc2nnc(-c3c[nH]c4ccccc34)o2)cc1	81	87	114	98	107	96	99	98	97
CCCCn1cnc(-c2cc(-c3ccc(F)cc3)cc(C(F)(F)F)c2)n1	98	98	103	99	105	107	98	89	91
CCOC(=O)c1c2c(c(C)n1Cc1ccccc1)-c1nc(Nc3ccccc3)ncc1CC2	102	87	80	84	90	92	62	79	77
COc1ccc(S(=O)(=O)O)cc1N=N/C(=N/Nc1cc(S(=O)(=O)O)ccc1OC)C(=O)Nc1ccccc1	101	89	103	105	101	109	100	98	86
C=CCn1c(=N)c(S(=O)(=O)c2ccccc2)cc2c(=O)n3ccccc3nc21	95	93	105	100	104	96	98	105	96
COc1cccc(/C=C/c2nc(=O)c3ccccc3o2)c1OC	93	98	99	103	105	92	91	111	135
COC(=O)/C=C1/SC(=Nc2cccc(Cl)c2)N(CCc2c[nH]c3ccc(O)cc23)C1=O	81	99	37	18	3.4*	59	-4.5*	51	11
COc1ccc2nc(NC(=O)c3cccnc3Nc3cc(OC)c(OC)c(OC)c3)sc2c1	11	-54*	0.2*	4.4*	-62*	.	-10*	23	13
CCOC(=O)c1c(SC)nn(-c2cc(=O)n(C)c3ccccc23)c1N	88	101	106	104	103	102	101	94	96
O=C(O)Cc1ccc(Cl)c(Cl)c1	95	93	104	106	110	108	94	113	90
CCC(CC)C(=S)N1CCN(c2ccccc2)CC1	97	117	109	103	107	97	103	98	91
CC1CC(C)/C(=N/NC(N)=O)C(C(O)CC2CCC(=O)NC2=O)C1 (centres undefined)	42	14	32	43	54	52	.	36	18
NS(=O)(=O)c1ccc(-c2nonc2Oc2ccccc2)cc1	67	98	104	94	88	111	90	92	89
Cc1cc(C)c2nc3nc(C)cc(C)c3c(N)c2c1	23	41	-2.4*	31	26	29	45	48	39
CCc1ccccc1C(=O)N(CC)CC	95	105	104	109	110	99	105	103	105
S=C(N/N=C\c1ccccc1Cl)N/N=C/c1ccccc1Cl	112	92	123	95	134	108	109	90	85
Clc1ccc(-c2nnc(Cn3nnc4ccccc43)o2)cc1	85	96	106	90	101	89	98	87	104
COc1cc(-c2nnc(SCC(=O)Nc3ccc(C(=O)/C=C/c4ccc(Cl)cc4)cc3)o2)cc(OC)c1OC	93	89	102	88	96	94	102	91	82
COc1ccc(S(=O)(=O)NCCNc2nccc(-c3c(-c4cccc(OC)c4)nc4occn34)n2)cc1	92	107	102	101	109	133	94	106	100
CC(C)(C)c1cc(/N=C/c2ccc(Cl)cc2)n(-c2ccccc2)n1	107	111	97	106	120	112	107	103	69
C=C1C(=O)O[C@H]2[C@H]1CC/C(COC(=O)CCCCCCCC(=O)OC/C1=C/CC[C@@]3(C)O[C@H]3[C@H]3OC(=O)C(=C)[C@@H]3CC1)=C\CC[C@@]1(C)O[C@@H]21	47	85	61	29	2.3*	44	1.9*	2.7*	-71*
COc1cc2nc(C(=O)NCCN(C)C)n(N)c(=O)c2cc1OC	97	92	106	104	88	103	115	99	93
COc1ccc(-n2nc(C(=O)NCCCCC(=O)NO)nc2-c2ccccc2)cc1	90	72	74	96	61	71	50	87	41
CC/C(=C/c1ccccc1)C(=O)O	95	115	104	104	110	110	104	100	97
O=c1ccc(=O)n(-c2nc(-c3ccc(Br)cc3)cs2)[nH]1	83	82	66	45	91	111	87	82	91
CN1CCC[C@]2(C)[C@H]3CC[C@]4(C)[C@@H](O)/C(=C/c5ccccn5)C[C@H]4[C@@H]3CC[C@@H]12	95	133	105	91	109	134	102	99	97
CN1CCOCCOCCOc2ccccc2NC(=O)c2nc(cnc2N)-c2ccc(cc2)S1(=O)=O	101	37	34	43	44	148	64	34	44
CC(=O)CC(=O)CS(=O)(=O)c1ccccc1	101	104	113	104	104	112	99	98	88

Sorted by number of heavy atoms (largest number first): part of the list above.
SMILES	NCI-H226	NCI-H322M	NCI-H460	NCI/ADR-RES	OVCAR-3	OVCAR-5	OVCAR-8	NCI-H23	NCI-H522
COc1ccc2c(c1OC)C(=O)OC2C1c2c(c(COC(=O)C(CC(C)C)NC(=O)OC(C)(C)C)c3c(c2OC)OCO3)CCN1C (centres undefined)	102	102	101	97	110	101	105	100	93
COc1cc(-c2nnc(SCC(=O)Nc3ccc(C(=O)/C=C/c4ccc(Cl)cc4)cc3)o2)cc(OC)c1OC	93	89	102	88	96	94	102	91	82
Cn1cc(-c2csc(-c3cn(CCCN4CCCCC4)c4ccc(Br)cc34)n2)c2cccnc21	76	50	-67*	20	-76*	31	-16*	43	12
COc1ccc(Cn2nc3c(c2-c2ccc(OC)cc2)-c2oncc2CC3)cc1	103	89	102	92	98	102	85	81	87
C=CCn1c(=N)c(S(=O)(=O)c2ccccc2)cc2c(=O)n3ccccc3nc21	95	93	105	100	104	96	98	105	96
O=S1(=O)c2ccccc2NC(c2ccccc2)C1c1ccccc1 (centres undefined)	94	153	101	96	112	99	.	88	113
Clc1cc2cc(-c3nc4ccccc4s3)c(Cl)nc2cc1Cl	97	.	92	97	78	102	102	86	89
N=S(c1ccccc1[N+](=O)[O-])c1ccccc1[N+](=O)[O-]	53	93	104	90	-59*	70	97	84	-77*
Cc1cc(C)c2nc3nc(C)cc(C)c3c(N)c2c1	23	41	-2.4*	31	26	29	45	48	39
CCOC(=O)c1[nH]c(C#N)c(C(=O)OCC)c1C	96	94	114	106	114	102	95	101	98
CCCCOCC1OC1COCCCC (centres undefined)	99	106	111	99	108	96	104	101	84
CC/C(=C/c1ccccc1)C(=O)O	95	115	104	104	110	110	104	100	97
